Compound activity deposited in PubChem BioAssay by National Center for Advancing Translational Sciences (NCATS).
TGFb SMAD3 inh – qHTS for Inhibitors of TGF-b. HepG2 CAGA-GFP TGF-b/SMAD3 reporter, GFP fluorescence, 18 h; TGF-beta stimulated, 500 pg/mL final. Potency, µM (titrated, usually from 46.1 µM), inactives show top-dose activity, negative = inhibition, hits mostly inhibitors. 1.2% of 410,000 active. AID 588855, 2011; also: potency is read from the fitted curve at half-maximal effect; % is scaled to controls: 0 for no effect and ±100 for the full control effect; nearly all actives have a fitted effect of over 65% in size
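GFP signal (ex488/em500-530) from TGF-beta-stimulated HEPG2 CAGA-GFP cells, 500 pg/mL final, 18 h at 37 degrees C in DMEM plus 1% FBS, normalized to unstimulated and DMSO-stimulated controls.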
EPAC2 agonist – qHTS for Agonist of cAMP-regulated guanine nucleotide exchange factor 4 (EPAC2): primary screen | Rap guanine nucleotide exchange factor 4 (Homo sapiens), Q8WZA2 | Potency, µM (top dose mostly 154 µM), without a hit: top-dose activation, hits mostly activators | EPAC2 activation, biochemical qHTS; response scale: 100% = 6.5 mM cAMP response | AID 720711, 2013 | 0.079% of 360,000 active; also: potency is read from the fitted curve at half-maximal effect; nearly all actives have a fitted effect of over 50% in size
Target sequence (Q8WZA2 whole entry, looked up): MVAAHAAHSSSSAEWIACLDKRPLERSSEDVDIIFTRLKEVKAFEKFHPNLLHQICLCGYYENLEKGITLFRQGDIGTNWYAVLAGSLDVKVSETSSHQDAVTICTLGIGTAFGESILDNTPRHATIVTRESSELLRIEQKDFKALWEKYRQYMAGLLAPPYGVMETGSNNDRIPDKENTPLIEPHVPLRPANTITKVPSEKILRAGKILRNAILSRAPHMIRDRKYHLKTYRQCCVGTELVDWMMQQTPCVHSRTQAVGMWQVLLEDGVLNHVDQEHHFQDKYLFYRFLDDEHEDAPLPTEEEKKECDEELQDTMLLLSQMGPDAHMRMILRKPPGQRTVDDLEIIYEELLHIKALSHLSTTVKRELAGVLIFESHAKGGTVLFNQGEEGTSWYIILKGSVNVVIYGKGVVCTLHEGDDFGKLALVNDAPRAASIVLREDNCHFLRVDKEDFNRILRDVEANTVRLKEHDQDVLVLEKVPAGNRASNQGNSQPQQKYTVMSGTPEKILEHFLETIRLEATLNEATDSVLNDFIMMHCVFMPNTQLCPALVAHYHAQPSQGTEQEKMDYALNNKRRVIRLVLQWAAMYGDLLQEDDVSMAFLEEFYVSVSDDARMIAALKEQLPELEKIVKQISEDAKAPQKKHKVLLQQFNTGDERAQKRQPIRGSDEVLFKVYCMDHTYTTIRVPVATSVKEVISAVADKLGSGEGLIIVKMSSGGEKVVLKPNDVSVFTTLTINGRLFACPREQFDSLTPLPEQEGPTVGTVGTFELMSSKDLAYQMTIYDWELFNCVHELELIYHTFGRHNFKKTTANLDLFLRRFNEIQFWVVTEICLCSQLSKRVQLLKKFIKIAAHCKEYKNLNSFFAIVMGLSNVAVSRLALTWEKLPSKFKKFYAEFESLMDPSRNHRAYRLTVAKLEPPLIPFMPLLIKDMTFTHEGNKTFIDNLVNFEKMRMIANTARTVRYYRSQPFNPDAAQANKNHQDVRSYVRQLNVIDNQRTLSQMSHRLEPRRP
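Exchange assay: 100 nM EPAC2 with 250 nM Rap1B-BODIPY-GDP and 50 uM GDP. Fluorescence (ex 480/em 540 nm) read every 5 min for 30 min at room temperature. Data normalized to 6.5 mM cAMP as agonist control.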
Nrf2 inh – Nrf2 qHTS screen for inhibitors | 2.1% of 360,000 active | A549 ARE-Fluc reporter, luciferase luminescence, 18-24 h | Potency, µM (doses to about 46 µM), for the others: at the top dose activity change, negative = inhibition, actives largely listed as inhibitors; also: potency is read from the fitted curve at half-maximal effect; % is scaled to controls: 0 for no effect and ±100 for the full control effect; nearly all actives have a fitted effect of over 60% in size
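Two sequential reads on A549 ARE_Fluc cells exposed to compound for 18-24 h: a CellTiter-Fluor fluorescence read for viability, then a luciferase luminescence read for Nrf2/ARE activity.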
Nrf2 ARE act – qHTS of Nrf2 Activators | AREc32 ARE-luciferase reporter (MCF7-derived line), luminescence, 24 h | 0.31% of 410,000 active | Potency, µM (doses to about 46.1 µM), without a hit: at the highest dose activation, actives largely listed as activators; also: potency is read from the fitted curve at half-maximal effect; % of control where 0% means no effect; nearly all actives have a fitted effect of over 65% in size
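Luminescent ARE reporter assay in AREc32_Fluc cells: overnight plating at 37 deg C, 24 hr compound incubation, Steady-Glo added, 30 min RT before reading.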
Akt phos inh – HTS Assay for Inhibitors of Akt Phophorylation: Primary Screen; Neuro2A IGF-stimulated pAkt S473 HTRF, 20 min; hits give low values; activity change, % for hits at 50 µM; 0.32% of 360,000 active; AID 651550, 2012; in the data active = activity change below about -80%; inconclusive = mostly about -51% to -80%; also: % is scaled to controls: 0 for no effect and ±100 for the full control effect
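Single-point screen (50 µM final compound) in Neuro2A cells stimulated 20 min with 6 nM IGF at 37 deg C. After lysis, Ser473-phosphorylated Akt read by HTRF (ex 330 nm, em 615/665 nm) as the 665/615 ratio.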
EPAC2 antagonist – qHTS for Antagonist of cAMP-regulated guanine nucleotide exchange factor 2 (EPAC2): primary screen | Potency, µM (top dose mostly 114 µM), without a hit: top-dose activity, negative = inhibition, actives largely listed as inhibitors | Rap guanine nucleotide exchange factor 4 (Homo sapiens), Q8WZA2 | AID 720708, 2013 | 0.18% of 360,000 active | EPAC2 GEF exchange of Rap1B-BODIPY-GDP, fluorescence; also: potency is read from the fitted curve at half-maximal effect; % is scaled to controls: 0 for no effect and ±100 for the full control effect; nearly all actives have a fitted effect of over 45% in size; many of its hits are not listed in these tables
CCT chaperon mod – High-Throughput Screening for Modulators of Cytosolic Chaperonin Activity; purified chaperonin ATPase assay, HTRF ADP detection, 30 min; activity change, % (concentration not given with the values), hits read low; 0.3% of 360,000 active; AID 651819, 2012; in the data active = activity change below about -30%; also: % is scaled to controls: 0 for no effect and ±100 for the full control effect
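TRiC (40 or 20 nM final, by batch activity) in 30 mM Tris pH 7.4, 100 mM KCl, 5 mM MgCl2, 1 mM DTT was treated with compound at 76 uM single dose, then 10 uM ATP, 30 min at 37 °C. ADP was read by HTRF Transcreener.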
A549 tox – Nrf2 qHTS screen for inhibitors: counterscreen for cytotoxicity. A549 ARE-Fluc cells, CellTiter-Fluor viability, 18-24 h. Potency, µM (titrated, usually from 46 µM), for inactives: top-dose activity change, negative = cytotoxicity, usual class: inhibitors. 0.16% of 390,000 active. AID 504648, 2011; also: potency is read from the fitted curve at half-maximal effect; % is scaled to controls: 0 for no effect and ±100 for the full control effect
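Cytotoxicity counterscreen: CellTiter-Fluor fluorescence was measured in A549 ARE_Fluc cells after 18-24 h of compound exposure in a concentration series. The subsequent BugLite luminescent read reports ARE-luciferase activity.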
Mm-Cpn inhibitor – Inhibitors of TCP-1 ring complex (TRiC) of Methanococcus maripaludis (MmCpn): qHTS. Chaperonin Mm-Cpn (Methanococcus maripaludis). purified Mm-Cpn ATPase, ADP Transcreener TR-FRET. Potency, µM (doses to about 76.9 µM), inactives show at the highest dose activity, negative = inhibition, actives largely listed as inhibitors. 0.031% of 330,000 active. AID 504842, 2011; also: potency is read from the fitted curve at half-maximal effect; % is scaled to controls: 0 for no effect and ±100 for the full control effect; nearly all actives have a fitted effect of over 80% in size
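25 nM Mm-CPN + cpd, 10 min 37°C; + 10 uM ATP, 30 min 37°C; buffer 30 mM Tris pH 7.4, 100 mM KCl, 5 mM MgCl2, 1 mM DTT; Transcreener ADP HTRF detection 30 min RT.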
* = called active by the depositor; i = inactive; ? = inconclusive; nt = no result given; [ ] = remark or other dose. Unless noted, calls follow the shape of the dose curve; as a rule, active = well fitted curve in the direction sought with a large enough effect; inconclusive = small, poorly fitted or top-dose-only effect, or another doubt; inactive = no such curve, though single readings can be large; an effect the other way counts as inactive or inconclusive. The list is partial, so the mix of outcomes need not match the whole.

SMILES	TGFb SMAD3 inh	EPAC2 agonist	Nrf2 inh	Nrf2 ARE act	Akt phos inh	EPAC2 antagonist	CCT chaperon mod	A549 tox	Mm-Cpn inhibitor
O=C(Nc1cc(C(F)(F)F)cc(C(F)(F)F)c1)c1ccc(Cn2cc(C(F)(F)F)ccc2=O)cc1	-2%	-15%	8%	0.2%	i	-9%	-1.4	-3%	-1%
O=C(NCCSCc1c(F)cccc1Cl)c1ccc(CN2CCOCC2)cc1	-3%	-3%	?	-0.6%	i	0%	-3.6	0%	0%
O=C(Nc1ccccc1-c1ccccc1)C1CCC1	-1%	3%	1%	-0.5%	i	-10%	0.5	-10%	2%
O=C(CSc1nc2ccccc2n1S(=O)(=O)c1cccc([N+](=O)[O-])c1)NCc1cccs1	-6%	12%	12%	2.8%	i	0%	1.2	-1%	4%
CCOC(=O)c1[nH]c2ccc(OC)cc2c1NC(=S)N1CCN(c2cccc(C)c2C)CC1	18µM*	-3%	?	6.3%	i	-10%	-3.1	-10%	?
Cc1ccc(N2C(=O)CCSC23C(=O)N(Cc2ccc(F)cc2)c2ccccc23)cc1 (stereo not given)	?	nt	-23%	-0.1%	nt	nt	nt	-11%	nt
N=C1C(=O)NC(=O)C1c1ccccc1 (stereo not given)	-4%	8%	1%	2.0%	i	7%	-2.5	1%	nt
CC(C)(C)NC(=O)C(c1ccccn1)N(C(=O)c1ccc2c(c1)OCCO2)C1CCCC1 (stereo not given)	16%	-3%	8%	-0.1%	i	15%	-0.2	-20%	-1%
CCC(=O)N1CCc2cc(S(=O)(=O)NCCC(=O)N3CCN(c4ccccn4)CC3)ccc21	-12%	9%	-17%	0.3%	i	-2%	-3.1	-2%	0%
Cc1ccc(C)c(-n2c3nc(=O)[nH]c(=O)c-3cc3c(C)nn(-c4ccccc4)c32)c1	8%	nt	16%	-0.1%	nt	nt	nt	7%	nt
Cc1cccc2cc(CN(CCN(C)C)C(=S)Nc3ccccc3)c(=O)[nH]c12	-5%	-1%	8%	-0.6%	i	15%	0.4	-10%	-1%
Cc1ccc(C(=O)Nc2nnc(C3CCCCC3)s2)o1	-25%	1%	nt	0.2%	i	-2%	-0.6	6%	3%
CCNc1ccc(Br)cc(C(=O)/C=C/c2ccc3c(c2)OCO3)c1=O	5%	37%	-22%	?	i	-6%[57.1 µM]	-1.2	-16%	-1%
CC(C)C1=Nc2cccc3cccc(c23)N1	19%	2%	8%	13%	i	-2%	1.3	12%	0%
CC1CCCCN1C(=S)NC(=O)c1ccco1 (stereo not given)	-5%	4%	4%	6.9%	i	6%	-2.9	0%	-1%
C=CCOc1ccc(/C=C/C(=O)OCC(=O)NC2CCCCCC2)cc1	3%	2%	12%	0.0%	i	1%	-2.8	17%	1%
O=C(NCCCN1CCCC1=O)c1ccc(OCc2ccccc2)cc1	0%	6%	4%	-0.8%	i	12%	-3.6	-14%	0%
Cc1ccc(CNC(=O)c2[nH]c(C(F)(F)F)nc2-c2ccccc2)cc1	?	13%	nt	0.4%	i	8%	1.0	nt	nt
O=C(Nc1ccncc1)c1cc(S(=O)(=O)N2CCCCC2)ccc1Cl	-22%	-3%	?	2.3%	i	3%	2.1	-2%	-2%
CC(C)CN1C(=O)C(=O)N(CC(=O)N2CCN(c3ccccc3)CC2)C1=O	12%	-3%	1%	-0.6%	i	17%	-3.2	-4%	-2%
COc1cc(C(=O)NCCC(=O)NC2CCCc3ccccc32)cc(OC)c1OC (stereo not given)	-1%	5%	-1%	-0.5%	i	0%	0.5	-2%	1%
CCN(CC)c1ccc(NC(=O)COCc2cc(-c3ccc4c(c3)OCO4)on2)c(C)c1	-9%	nt	?	-1.0%	nt	nt	nt	-15%	nt
CNC(=S)NNC(=O)c1ccc(N(C)C)cc1	20%	6%	5%	-0.4%	i	-20%	0.0	3%	-1%
CC(C)CN1C(=S)SC(C)(C)C1n1oc(=O)n(-c2ccccc2)c1=O (stereo not given)	-1%	18%	-4%	0.0%	i	-15%	-2.5	1%	-1%
CCOC(=O)c1cnc2c(C)cc(C)cc2c1Nc1ccc(S(=O)(=O)Nc2ncccn2)cc1	-1%	1%	-2%	-0.6%	i	-3%	-1.7	-5%	0%
COc1cccc(CNC(=O)CSc2nc3c(oc4ccccc43)c(=O)n2CC2CCCO2)c1 (stereo not given)	-23%	3%	11%	0.0%	i	13%	-0.5	2%	-5%
O=C(/C=C/c1ccccc1)NC(NC(=S)Nc1cccc(Cl)c1)C(Cl)(Cl)Cl (stereo not given)	16µM*	0%	7.3µM*	2.7%	i	-1%	0.4	?	-3%
O=[N+]([O-])c1ccc(NC2CCN(Cc3ccccc3)CC2)c([N+](=O)[O-])c1	?	10%	-12%	4.6%	i	-11%	0.6	?	-4%
CC(=O)Nc1ccc(C(=O)CSc2nc3ccc(C)cc3[nH]2)cc1	1%	4%	27%	6.4%	i	11%	-2.4	-2%	0%
CCOC(=O)c1cc(CC)sc1NC(=O)CSc1nc2ccccc2c(=O)n1Cc1ccco1	-13%	-8%	-9%	0.2%	i	7%	1.2	1%	1%
Cc1ccc(SCC(=O)Nc2ccc(-c3nc4ccccc4[nH]3)cc2)cc1	?	-3%	?	7.0%	i	-10%	-3.0	?	-2%
CCOc1ccc(-n2ccnc2)nn1	4%	4%	1%	0.4%	i	4%	-1.5	0%	1%
O=S(=O)(c1ccc(S(=O)(=O)N2CCCC2)cc1)N1CCCCC1	-4%	-5%	8%	-0.9%	i	-2%	-1.6	-5%	3%
O=C1NC(=S)S/C1=C\c1ccc(SCc2ccco2)o1	?	9%	-10%	14%	i	45µM*	-1.2	?	-1%
COC(CNC(=O)CNC(=S)N(Cc1ccccc1)Cc1cccnc1)OC	3%	15%	4%	-0.5%	i	-4%	-0.1	13%	3%
Cc1cc(S(=O)(=O)N2CCCC2)ccc1OCC(=O)NCc1ccccc1	-14%	7%	-15%	0.2%	i	1%	0.9	2%	2%
Cc1cccc(NC(=O)NC2CC(=O)N(c3ccc4c(c3)OCCO4)C2)n1 (stereo not given)	-1%	-2%	-24%	-0.2%	i	-7%	-0.9	-2%	1%
Cc1ccc(N2C(=O)CC(SCC(=O)Nc3ccc(S(N)(=O)=O)cc3)C2=O)cc1 (stereo not given)	-1%	4%	23%	4.4%	i	1%	-3.8	-10%	0%
Cc1ccc(S(=O)(=O)Nc2cccc3cccnc23)c([N+](=O)[O-])c1	4.5µM*	12%	10µM*	-2.7%	i	-3%	0.3	?	0%
CCCn1c(=O)c2sccc2n2c(CCCC(=O)NCC3CCCO3)nnc12 (stereo not given)	1%	0%	2%	-0.6%	i	8%	1.0	0%	-2%
CN(C(=O)CC1C(=O)NCCN1Cc1ccc2ccccc2c1)C1CCOCC1 (stereo not given)	-4%	5%	-21%	-0.4%	i	11%	-2.1	-1%	-2%
O=C(Nc1ccc2c(c1)OCO2)c1noc2c1CCCC2	1%	1%	?	-0.1%	i	0%	-3.2	-2%	0%
Cc1cccc(N2CCN(C(=O)CCS(=O)(=O)c3ccc(Br)cc3)CC2C)c1 (stereo not given)	-11%	9%	?	-0.4%	i	-7%	-0.3	2%	-2%
CCn1c(SCC(=O)Nc2c(C#N)cnn2-c2ccccc2)nnc1-c1cccs1	-14%	6%	-4%	0.4%	i	-2%	-2.9	1%	0%
Clc1cc2nc(-c3cccnc3Cl)[nH]c2cc1Cl	2%	2%	?	1.8%	i	4%	-1.3	3%	-15%
CNC(=O)NC(=O)COc1c(F)c(F)cc(F)c1F	-1%	3%	-14%	-0.9%	i	25%	2.3	10%	-3%
N#CC1(NC(=O)CN2CCN(S(=O)(=O)c3ccccc3F)CC2)CCCC1	-15%	0%	8%	-0.5%	i	-6%	-1.2	13%	2%
CCCSc1ncc(Cl)c(C(=O)Nc2ccc(S(=O)(=O)N3CC(C)OC(C)C3)cc2)n1 (stereo not given)	?	1%	nt	0.4%	i	-3%	2.0	-2%	-1%
COc1ccc(-c2[nH]c(-c3cccc(OC)c3)nc2SCC(=O)Nc2ccc3c(c2)OCO3)cc1	0%	nt	?	4.4%	nt	nt	nt	?	nt
CCOC(=O)CNC(=O)N1C[C@H]2CON(C)[C@H]2C[C@H]1c1ccccc1Br	0%	-14%	nt	0.1%	i	-7%	0.3	nt	nt
Cc1ccc(C2(C)NC(=O)N(CC(=O)c3ccc4c(c3)OCCO4)C2=O)cc1 (stereo not given)	-1%	6%	?	-0.3%	i	-2%	1.7	-15%	-17%

Two compounds from above with just CCT chaperon mod and TGFb SMAD3 inh:
canonical_smiles	CCT chaperon mod	TGFb SMAD3 inh
CCCSc1ncc(Cl)c(C(=O)Nc2ccc(S(=O)(=O)N3CC(C)OC(C)C3)cc2)n1 (stereo not given)	2.0	?
COc1ccc(-c2[nH]c(-c3cccc(OC)c3)nc2SCC(=O)Nc2ccc3c(c2)OCO3)cc1	nt	0%

As entered above.
A549 tox result of `CNC(=O)NC(=O)COc1c(F)c(F)cc(F)c1F` stands at 10%
EPAC2 agonist result of `Cc1ccc(C2(C)NC(=O)N(CC(=O)c3ccc4c(c3)OCCO4)C2=O)cc1` (stereo not given) stands at 6%
A549 tox result of `N#CC1(NC(=O)CN2CCN(S(=O)(=O)c3ccccc3F)CC2)CCCC1` stands at 13%
